Compound activity: PubChem, several laboratories
E-sel TNF inh = blocks E-selectin expression induced by TNF alpha | HUVEC TNFa-induced E-selectin immunofluorescence, high content | inhibition, % at 2 µM | hit rate 0.71% among 120,000 | AID 1246;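 active = inhibition above the batch mean plus 3 SD, and confirmed as a hit on visual image review, cut at about 43% in these data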;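 note: 0% = TNF-stimulated DMSO wells and 100% = unstimulated control wells; not every result past the cut was called active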
Phagocytosis inh = blocks phagocytosis by macrophages; J774A.1 macrophage IgG-bead phagocytosis, imaging; inhibition, % at 5 µM; hit rate 0.07% among 110,000; AID 1029;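 active = inhibition above the mean of the plate negative controls plus 5 SD, cut at about 13% in these data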;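 note: phagocytic index as fraction of beads internalized from green versus red external bead signal; plate controls were DMSO negative control for no effect and cytochalasin-D positive control for full effect; some results beyond the cut were filed as inactive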
Yeast growth inh = yeast BB579 growth reduction in restrictive medium; S. cerevisiae BB579 growth, OD615, 48 h; hit rate 0.51% among 140,000; inhibition, % at 10 µM; AID 804;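 active = inhibition above a set limit, 3 SD over the mean compound inhibition, cut at about 44% in these data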; note: inactives centre near -24
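Test system: DeaD yeast strain BB579 / Buffer or medium: restrictive glucose-based CSMM-D medium / Doses: single 10 µM dose / Schedule: 4 h cell preincubation, 48 h compound exposure, 30 °C humidified / Technique: culture absorbance at 615 nm / Controls: amphotericin B positive control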
HCT116 PTEN-null = PTEN-deleted cell growth suppression | HCT116 PTEN-null viability, CellTiter-Glo, 60 h; active compounds read low | viability, % at 10 µM | hit rate 1.2% among 140,000 | AID 827;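 active = viability at or below a set limit, 4 SD under the median of all tested compounds, cut at about 3.7% in these data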;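 note: PTEN knockout HCT116 line with beta catenin targeted HCT116 as companion control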
Yeast lifespan up = extends the lifespan of yeast; hit rate 0.68% among 130,000; S. cerevisiae growth with nicotinamide, OD615; deaD strain in restrictive glucose medium; inhibition of the nicotinamide effect, % at 10 µM;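 active = inhibition above a set limit, placed 3 SD over the median of all compounds, cut at about 26% in these data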;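 note: 0% = nicotinamide-treated wells and 100% = cells grown without nicotinamide; some compounds called inactive have numbers as strong as hits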
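assay system = DeaD-strain S. cerevisiae | measured by = absorbance at 615 nm | probe or stimulus = nicotinamide 1.5 mM | buffer or medium = CSMM-D glucose medium, restrictive | times = 48 h at 30 °C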
MRP-1 activ = MRP-1 activation; H69AR cells + doxorubicin, viability rescue, CellTiter-Glo; viability increase, % at 10 µM; hit rate 0.61% among 140,000;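 active = viability gain under doxorubicin at or above a set limit, the compound median plus 3 SD, cut at about 4.7% in these data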;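 note: MRP-1 overexpressing cells given doxorubicin 25 µM after compound pretreatment; 18-22 h compound pretreatment then 72 h with doxorubicin before readout; 0% = doxorubicin-only wells and 100% = vehicle-treated cells without doxorubicin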
bCat KO growth = beta-catenin-lacking colon tumor cell growth suppression; HCT116 beta-catenin knockout viability, CellTiter-Glo, 60 h; active compounds read low; viability, % at 10 µM; hit rate 1.5% among 140,000; AID 818;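 active = viability at or under a set limit, the compound median less 4 SD, cut at about 6% in these data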;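 note: 0% = Hyamine 1622 control at 20 µM and 100% = untreated cell control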
NPY-Y2 antag = antagonists of human neuropeptide Y receptor Y2; hit rate 0.99% among 140,000; P49146; inhibition, % at 2.7 µM; NPY-Y2 expressing cells, antagonist mode; AID 793; in the data active = inhibition above about 17%;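 note: 0% = vehicle with agonist challenge and 100% = reference antagonist with challenge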
Target sequence (P49146 whole entry, looked up): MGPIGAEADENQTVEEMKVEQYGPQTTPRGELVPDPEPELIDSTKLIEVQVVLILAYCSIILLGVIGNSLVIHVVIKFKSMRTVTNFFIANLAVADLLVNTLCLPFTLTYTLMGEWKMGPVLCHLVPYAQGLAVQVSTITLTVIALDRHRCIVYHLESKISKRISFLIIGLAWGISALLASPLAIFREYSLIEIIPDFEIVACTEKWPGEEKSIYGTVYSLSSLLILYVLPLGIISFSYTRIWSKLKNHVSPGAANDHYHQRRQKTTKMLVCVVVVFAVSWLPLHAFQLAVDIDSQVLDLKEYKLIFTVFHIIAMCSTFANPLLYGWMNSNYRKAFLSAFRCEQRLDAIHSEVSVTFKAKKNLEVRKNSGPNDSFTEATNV
Measles CPE = protection of cells from measles virus | Measles virus-infected cells, CPE protection, absorbance | protection (pct of control), % at 4 µM | hit rate 1.5% among 140,000 | AID 841; in the data active = protection mostly above about 24%, no sharp cut-off; inactive = mostly below about 26%; note: some compounds called inactive have numbers as strong as hits
GALR2 antag = antagonists of human galanin receptor 2 (GALR2); O43603; GALR2-expressing cells, antagonist mode; inhibition, % at 4 µM; hit rate 0.39% among 140,000; in the data active = inhibition above about 27%;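 note: cells stimulated with galanin 1-16 at roughly its EC80; 0% = agonist challenge control and 100% = basal control without agonist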
Target sequence (O43603 whole entry, looked up): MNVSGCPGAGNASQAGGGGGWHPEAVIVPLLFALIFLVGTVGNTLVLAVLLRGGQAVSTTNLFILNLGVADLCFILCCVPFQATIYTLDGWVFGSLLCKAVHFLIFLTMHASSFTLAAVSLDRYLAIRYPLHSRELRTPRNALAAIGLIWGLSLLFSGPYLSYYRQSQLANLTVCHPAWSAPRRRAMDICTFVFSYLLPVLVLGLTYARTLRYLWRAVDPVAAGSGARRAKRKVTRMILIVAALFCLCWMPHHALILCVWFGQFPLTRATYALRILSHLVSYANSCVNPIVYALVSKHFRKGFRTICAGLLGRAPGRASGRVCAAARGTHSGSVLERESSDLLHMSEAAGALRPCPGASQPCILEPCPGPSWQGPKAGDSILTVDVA
* hit, by the source's call; nt = no result given.

Structure	E-sel TNF inh	Phagocytosis inh	Yeast growth inh	HCT116 PTEN-null	Yeast lifespan up	MRP-1 activ	bCat KO growth	NPY-Y2 antag	Measles CPE	GALR2 antag
O=c1c2c(ncn1CCO)nc1n2CCC1	19	nt	-15	106	nt	1.1	96	1	15	7
CC(C)c1c(O)nc(SCCN2CCOCC2)[nH]c1=O	16	-2	-25	95	-2	-0.1	90	0	11	12
CC1=C(OC(=O)C(C)(C)C)C(C)(C)C(c2ccccc2)OC1=O (stereo not given)	36	-2	-24	78	9	-1.8	83	1	6	15
Cc1cc(C)n2c(Nc3ccc4c(c3)OCCO4)c(-c3ccc(C)o3)nc2n1	-12	nt	-15	77	-1	-2.3	69	2	3	-7
O=C1C=C(Nc2ccc(Cl)cc2)CC(c2ccccc2)C1 (stereo not given)	nt	-6	-24	24	-1	-3.0	30	0	2	4
CC(C)(C)N(Cc1ccccc1)C(=O)CSc1nc2ccccc2c(=O)[nH]1	17	-2	-21	71	2	-2.1	76	10	12	1
Cc1cccc(Nc2ncc3c(n2)CC(c2ccco2)CC3=O)c1 (stereo not given)	-11	0	-29	75	-17	1.6	82	5	nt	-7
CC1CC(C)(C)CC2(C1)NC(=S)N(c1ccccc1)N2 (stereo not given)	2	1	-48	101	-2	-1.3	102	-2	12	0
COc1ccccc1-n1cc(C(=O)NCC(=O)N2CCN(c3ccccc3)CC2)c2ccccc2c1=O	nt	nt	-31	111	-14	0.2	105	4	13	-3
C=CCOc1ccc(CNc2nn[nH]n2)cc1	-3	-1	6	96	-8	0.2	85	6	5	-7
Cn1c(=O)oc2cc(S(=O)(=O)NCCN3CCc4ccccc4C3)ccc21	-23	nt	-15	99	0	-1.9	92	7	19	14
O=C(/C=C/c1ccc(Cl)c(Cl)c1)n1cccn1	0	nt	-27	95	-22	-3.7	80	6	18	12
CCC(CC)NCc1ccc(OC)cc1OC	-10	1	-43	95	-8	-2.6	87	1	16	4
O=[N+]([O-])c1cc(S(=O)(=O)NCCCN2CCOCC2)ccc1Cl	nt	-4	-19	87	2	-3.9	85	4	7	4
COC(=O)CCN(C1CCCCC1)S(=O)(=O)c1ccc(S(=O)(=O)NC2CCCCC2)cc1	8	1	-6	65	-6	-1.2	79	3	7	-1
Cc1ccc2c(c1)c1c(n2CC(O)Cn2c(C)nc3ccccc32)C(=O)CCC1 (stereo not given)	-2	0	4	42	-10	-2.7	36	10	24	-3
Cc1ccc(NC(=O)CCN2C(=O)CSC2=O)c(C)c1	-17	nt	-34	102	nt	2.0	90	2	4	-2
CCOC(=O)c1ccc(CNC(=O)Cn2nnc(-c3ccc(C)cc3)n2)o1	nt	-3	-77	101	-3	-0.3	87	4	10	-9
Nn1c(=S)[nH]nc(Cc2ccc(O)cc2)c1=O	nt	1	-30	98	8	4.4	90	3	11	-5
COCCNC(=O)C(=O)N/N=C(\C)CC(=O)Nc1ccc(Cl)cc1Cl	nt	-8	-28	95	-2	1.1	89	1	4	1
O=C(CNC(=O)c1ccccc1)OCc1ccc([N+](=O)[O-])cc1	nt	1	-5	94	-6	-1.4	92	1	4	11
COc1ccc(NC(=S)N2CCC(C(O)(c3ccccc3)c3ccccc3)CC2)cc1	nt	-10	-37	98	-2	-1.6	97	1	15	3
C=CCNC(=O)c1ccc(C)c(Br)c1	-2	0	-67	96	-8	-0.6	93	3	8	9
Cc1n[nH]c(C)c1N1C(=O)c2cccc3c(N4CCCCCC4)ccc(c23)C1=O	24	-1	-11	65	-20	-3.4	74	4	28	18
COc1cccc(/C(O)=C2\C(=O)C(=O)N(c3ccccn3)C2c2cccc(OC)c2OC)c1 (stereo not given)	-57	nt	-10	75	-7	-2.7	89	0	16	1
COc1ccccc1CNC(=O)C1CCN(S(=O)(=O)N2CCCCC2)CC1	-3	0	-35	101	-3	-1.7	96	2	8	-3
CCc1c(C(=O)NCc2cnn(C)c2)csc1C	2	nt	-29	96	-1	-2.2	101	-2	18	1
Cc1cc(=O)[nH]c2c1c(C)nn2C1CCCCC1	11	-1	20	93	-6	-2.7	97	2	26	-1
CCOCCn1c(N2CCN(c3ccc(OC)cc3)CC2)nc2c1c(=O)[nH]c(=O)n2C	-14	0	6	97	-6	-2.8	98	1	11	-13
Cc1ccc(OCc2nc3c4c(ncn3n2)-c2ccccc2CC42CCCC2)cc1	nt	-12	-2	81	-4	-1.4	79	-2	10	1
O=C(Nc1ccc(OC(=O)c2ccco2)cc1)c1ccco1	-2	nt	-24	87	-7	-2.0	94	2	24	3
O=C(COC(=O)c1ccc(CNS(=O)(=O)c2ccc(F)c(Cl)c2)cc1)NCC1CCCCC1	nt	5	-40	103	5	0.8	95	4	6	0
Cc1cc(Br)ccc1SCC(=O)OCC(=O)Nc1ncc(C(F)(F)F)cc1Cl	34	-1	-30	97	2	-1.7	94	11	15	-11
Cc1sc(NC(=O)c2ccco2)c(C(c2cccnc2)N2CCN(c3ccc(F)cc3)CC2)c1C (stereo not given)	-33	0	-3	15	0	-4.5	10	3	2	-10
CCc1ccccc1NC(=O)c1ccc(-n2c(C)ccc2C)cc1	15	nt	-10	4	-14	-1.8	3.8*	-1	3	-3
C=CCn1c(NCCO)nc2c1c(=O)n(C)c(=O)n2C	nt	0	-21	84	-2	-0.7	83	0	6	2
COC(=O)COc1ccccc1C(N)=O	23	0	-71	102	-5	-0.3	93	2	23	-7
COc1c2c(nc3ccccc13)OC(C(C)(O)COC(C)=O)C2 (stereo not given)	-29	0	-21	92	-7	-0.5	92	2	32*	3
CCN1CCCC1Cn1cnc2c([nH]c3cccc(Cl)c32)c1=O (stereo not given)	nt	0	5	91	-17	-3.0	85	-2	4	-7
CN(C)C(=O)N1CCC(C(=O)NCc2ccc3c(c2)OCO3)CC1	11	0	-14	91	9	-0.1	89	1	4	-10
Clc1ccccc1-c1cc(COc2ccc3ccccc3c2)no1	nt	0	-33	102	-12	-0.9	102	11	6	-7
Cn1cccc1Cc1nnc(SCC(=O)NCc2ccco2)n1-c1ccc(F)cc1	nt	-1	-17	102	-6	-3.2	98	2	6	-5
COCCNC(=O)CCSCc1ccccc1F	-16	-3	-53	103	1	-0.3	91	4	11	7
CCOc1ccc(N2C(N)=NC(N)=NC2(C)C)cc1	-5	-2	-30	68	-1	-1.8	73	3	5	12
CC(C)NC(=O)c1ccc(-c2ccc(Cl)c(C(F)(F)F)c2)o1	11	0	-54	113	-4	1.0	104	6	7	2
CCCCN1CCc2c([nH]c3c(C)cccc23)C1=O	-1	0	-30	95	nt	2.5	86	7	1	14
Cc1c(-c2n[nH]c(=S)n2-c2ccc(C(F)(F)F)cc2)nnn1-c1ccccc1	nt	-4	-33	94	0	-2.8	90	2	1	-6
O=C(NC(=S)NCc1cccnc1)c1ccccc1	nt	-12	-8	97	0	-1.7	98	0	11	2
CCOC(=O)c1nsnc1NCCSC(=N)N	nt	-2	-19	86	4	-0.9	92	3	5	-5
CC1=C(C(=O)N2CCN(C(=O)c3ccco3)CC2)C2(CCC(C)CC2)OC1=O (stereo not given)	nt	nt	-26	92	0	-3.6	83	2	9	12
COc1ccc(S(=O)(=O)N2CCN(c3c(C)cccc3C)CC2)cc1OC	-6	1	-34	63	-3	0.9	63	6	8	17
CCOC(=O)c1ccc(N=C2NC(=O)CS2)cc1	-18	0	-28	103	-15	-0.5	96	4	8	0
COc1ccc2c(C)cc(SCC(=O)N3CCOCC3)nc2c1	nt	-1	-9	95	-9	-4.0	87	1	6	12
CC1CCN(c2nc(-c3ccccc3)cc(C(F)(F)F)n2)CC1	-31	nt	-68	88	-8	-1.6	87	2	17	1
CCN(CC)CCNC(=O)CCCNC(=O)Cn1cnc2sc(C)c(C)c2c1=O	nt	nt	-47	87	-17	-1.1	99	2	32	-6
Cn1c(SCC(=O)NCc2cccs2)nnc1-c1ccc(S(=O)(=O)N2CCCC2)cc1	14	0	-74	99	-5	-0.9	100	2	7	1
CCOC(=O)C1CCN(C(=S)Nc2cc(C)ccc2C)CC1	17	-9	3	102	1	1.0	93	0	20	24
O=C(COC(=O)c1cccnc1)Nc1cccc(Cl)c1	22	-2	-57	97	-7	-1.5	100	1	3	-2
COC(=O)c1ccc(-c2nc3ccccc3[nH]2)cc1	-2	-2	-58	67	-4	-2.5	68	3	6	8
Clc1ccc(Nc2ncnc3c2cnn3-c2ccccc2)cc1	-38	-2	-27	76	-5	-0.2	80	-1	9	20
CCC(C)NC(=O)CS(=O)(=O)Cc1nc(-c2cccc(OC)c2)oc1C (stereo not given)	nt	-1	-10	100	-4	-0.7	95	-1	3	7
